Cl transport mod – modulates chloride dependent transport by human KCC2. KCC2 cells, thallium flux FluoZin-2 fluorescence. Q9H2X9. B-score of Tl+ flux slope (higher = more flux/activation; lower = inhibition) at 10 µM. 2.2% of 190,000 active;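 active = thallium flux slope and its plate-corrected score both differing from the plate sample mean at a set confidence after two filtering rounds, in either direction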;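 note: slope of fluorescence scaled to starting intensity during 10 to 20 s after thallium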
zfTRPN1 agonist – activates the zebrafish TRPN1 channel; HEK293 zebrafish TRPN1-YFP, Fluo-8 calcium fluorescence; 100% = response to 87 µM carbachol; 0.18% of 220,000 active; AID 1424; activation, % at 3 µM;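 active = activation above its plate's cutoff, the mean activation of test wells on that plate plus 3 SD, cut at about 19% in these data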;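 note: 0% = DMSO alone and 100% = 87 µM carbachol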
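System: zebrafish TRPN1-YFP in HEK293 cells / Dosing: 3 µM single point / Timing: dye loading 1 h at 37 °C, then 30 min room temperature / Signal: Fluo-8 calcium fluorescence, excitation 470-495 nm, emission 515-575 nm / Read-out basis: percent activation from peak over basal fluorescence ratio, control-normalized / Control set: high carbachol 87 µM, low DMSO alone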
EBV gp42 block – inhibitors of Epstein-Barr virus glycoprotein 42. Q1HVG2. Fluorescence polarization binding assay, mP read-out. inhibition, % (tested at 21.74 µM). 0.42% of 220,000 active; in the data active = inhibition above about 50%
Target sequence (Q1HVG2 whole entry, looked up): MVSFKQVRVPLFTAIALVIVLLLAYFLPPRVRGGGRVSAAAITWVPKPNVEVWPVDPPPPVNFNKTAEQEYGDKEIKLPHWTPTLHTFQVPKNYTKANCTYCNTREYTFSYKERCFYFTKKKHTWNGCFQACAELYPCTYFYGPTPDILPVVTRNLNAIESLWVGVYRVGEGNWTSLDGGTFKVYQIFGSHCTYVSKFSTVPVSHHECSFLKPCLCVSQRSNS
PPC-1+TRAIL kill – PPC-1 cancer cell killing with TRAIL present; PPC-1 cells + TRAIL, ATPLite viability luminescence; AID 1443; cell killing (% activity), % at 4 µM; 0.41% of 220,000 active;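 active = cell killing above 50% in the first pass at 4 µM, then a duplicate retest at 5 µM averaging 50% or more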;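 note: plate controls were cells with TRAIL plus DMSO for no effect and medium-only wells lacking cells for full effect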
Furin inhibitor – blocks human furin protease activity; AID 463115; P09958; inhibition, % at 30 µM; 0.061% of 220,000 active; purified furin, fluorogenic substrate cleavage; in the data active = inhibition above about 25%; note: inactives centre near -15
m-calpain inh – blocks pig calpain II enzyme activity; inhibition, % at 16 µM; 0.37% of 220,000 active; purified calpain II, fluorogenic peptide substrate, 30 min;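 active = inhibition above about 50%, limit read from the data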
Thrombin inh – thrombin (human) inhibition; AID 1046; inhibition, % at 5 µM; 0.26% of 220,000 active; P00734; alpha-thrombin, Boc-VPR-AMC fluorogenic substrate cleavage;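 active = inhibition at or above 40%; inactive = inhibition below 40%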;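 note: 0% = enzyme with no compound and 100% = wells without enzyme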
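Material: human alpha-thrombin enzyme / Medium: pH 7.5 Tris (50 mM) with NaCl 150 mM, Tween 20 0.05% / Compound: single-point dosing at 5 µM, 0.2% DMSO / Incubation: enzyme reaction carried out at room temperature / Detection: AMC fluorescence, 355/460 nm / Read-out basis: percent inhibition scaled between no-compound controls and no-enzyme blanks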
TbHK1 inh – blocks Trypanosoma brucei hexokinase 1 activity. recombinant TbHK1, G6PDH-coupled NADH A340. inhibition, % at 10 µM. 0.11% of 220,000 active. AID 1430;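 active = inhibition of 50% or more in the single-dose primary screen; inactive = inhibition below 50%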
TRPML3 ag – agonists of human TRPML3 channel; Q8TDD5; HEK293 TRPML3-YFP, Fluo-8 calcium fluorescence; 100% = the carbachol control signal; activation, % at 3 µM; 0.29% of 220,000 active; AID 1448;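 active = activation above its plate's cutoff, the mean activation of the plate's test wells plus 3 SD, cut at about 12% in these data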;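 note: 0% = DMSO only wells and 100% = carbachol wells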
Target sequence (Q8TDD5 whole entry, looked up): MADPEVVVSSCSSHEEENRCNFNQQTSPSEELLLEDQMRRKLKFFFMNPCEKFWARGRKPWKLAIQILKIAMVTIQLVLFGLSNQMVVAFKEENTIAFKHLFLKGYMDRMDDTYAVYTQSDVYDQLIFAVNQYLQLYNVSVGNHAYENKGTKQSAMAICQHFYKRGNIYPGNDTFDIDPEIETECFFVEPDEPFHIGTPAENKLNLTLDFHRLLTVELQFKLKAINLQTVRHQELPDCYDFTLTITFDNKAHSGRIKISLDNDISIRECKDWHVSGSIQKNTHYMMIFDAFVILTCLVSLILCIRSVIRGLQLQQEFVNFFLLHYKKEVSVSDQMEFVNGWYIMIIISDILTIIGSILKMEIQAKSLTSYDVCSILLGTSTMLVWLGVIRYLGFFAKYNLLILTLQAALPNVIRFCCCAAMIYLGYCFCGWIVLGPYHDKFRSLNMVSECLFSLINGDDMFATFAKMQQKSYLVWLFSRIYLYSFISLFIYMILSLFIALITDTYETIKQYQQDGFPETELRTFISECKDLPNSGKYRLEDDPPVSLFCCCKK
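Material: TRPML3-YFP stable HEK293 cells | Dosing: One concentration, 3 µM nominal, 0.3% DMSO | Timing: 125 s total fluorescence read per well | Technique: Fluo-8 calcium dye fluorescence, ex 470-495, em 515-575 nm | Measure: Percent activation from peak-to-basal fluorescence ratio, scaled between DMSO and carbachol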
Numbers without * were called inactive; · = no result given; & = joins results of further samples; [ ] = dose if it differs, or a comment.

SMILES	Cl transport mod	zfTRPN1 agonist	EBV gp42 block	PPC-1+TRAIL kill	Furin inhibitor	m-calpain inh	Thrombin inh	TbHK1 inh	TRPML3 ag
O=C(CN1CCN(CCN2C(=O)c3cccc4cccc(c34)C2=O)CC1)c1ccc(Cl)cc1	-0.28	-0.1	-9.9	22.2	-6.5	-19.8	3.2	-3.3	0.7
CN(C)c1ccc(CNn2cnnc2)cc1	0.369	-1.3	-8.6	8.1	-17.3[20 µM]	-51.6	-2.1	-1.4	0.9
O=C(Nc1ccc(O)cc1)C1CCCN1S(=O)(=O)c1ccc(F)cc1 (stereo not drawn)	0.63	1.5	-5.2	18.7	-24.4	0.2	-1.1	1.2	0.2
Cc1cccc(NC(=S)N(CCN(C)C)C(C)c2ccccn2)c1 (stereo not drawn)	-0.865	-0.7	-11.3	6.2	-8.7[20 µM]	21.2	-3.4	2.2	1.2
Cn1cc(CC(=O)NCCCN2CCCC2)c2ccccc21	·	0.7	-14.3	-20.4	-11.7[20 µM]	-10.5	1.6	-1.0	0.3
O=C(O)/C=C/c1cn(-c2ccccc2)nc1-c1cc2ccccc2o1	·	-1.9	-6.6	7.0	-18.1	-322.0	-4.5	-9.4	-1.0
COc1ccc(Nc2nc(Cl)nc(Nc3ccc(OC)cc3OC)n2)c(OC)c1	-0.964	-1.4	-8.8	5.5	-29.5	2.9	7.8	-6.4	-0.5
Cn1c(Oc2ccc(Cl)cc2)c(C=O)c2ccccc21	·	-2.8	-13.8	3.5	-15.1	7.3	-6.7	0.1	-1.1
COC(=O)Cc1nc2ccccc2[nH]1	·	-0.3	-12.7	-5.4	-20.1	-15.8	10.0	-2.9	0.9
Cn1c(CN2CCCCC2)nc2cc(NC(=O)c3ccccc3)ccc21	0.248	2.8	-18.6	32.3	-13.4[20 µM]	-27.6	-7.2	6.6	0.7
CC(C)Nc1nc(Oc2ccc(=O)n(-c3ccccc3)n2)nc(N(C)C)n1	0.0182	0.9	-12.3	23.9	1.5	15.7	8.8	-2.7	-0.9
CCCCCCc1nnc(N)s1	0.214	0.0	-19.7	8.0	-18.4[20 µM]	2.6	3.7	-7.2	0.2
COc1ccc(C(=O)NCC(=O)OCc2ccc(Br)cc2)cc1	-0.127	-2.3	5.9	0.3	-28.4	-2.6	0.4	1.5	-1.1
COC(=O)C(C)Oc1ccc(-c2nccc(-c3cccs3)n2)cc1 (stereo not drawn)	·	-1.2	-1.1	20.4	-23.3[20 µM]	-74.6	-5.0	-8.5	-0.4
Cn1c(SCC(=O)N2CCc3ccccc32)nnc1-c1ccc(S(=O)(=O)N2CCCC2)cc1	0.403	1.3	-19.4	7.0	-6.3	-7.0	-1.7	22.0	0.9
O=C(COC(=O)CSc1ccc2ccccc2c1Br)NC1CC1	-0.381	4.2	4.9	32.9	-9.1	20.3	1.1	2.5	2.5
Cc1ccc(SCCNC(=O)CN2C(=O)c3ccccc3S2(=O)=O)cc1	-3.28	0.1	0.2	12.4	-11.0	-34.5	-5.9	1.6	0.1
S=C(NCc1cccnc1)Nc1cc(Cl)cc(Cl)c1	0.278	7.3	-17.8	-7.6	-15.4	-8.5	-4.4	-0.5	3.2
CCC(C)(C)NC(=O)c1ccc(Sc2nncn2C)c([N+](=O)[O-])c1	1.15	0.9	-19.6	16.4	-2.7	9.0	-9.1	27.8	0.6
CO/N=C\Cc1oc(=O)c(NC(=O)c2ccccc2)cc1C(=O)OC	-1.15	0.1	-23.1	4.7	-22.2[20 µM]	-46.0	1.0	-20.9	0.8
Cc1c(C(=O)N2CCCC(C)C2)sc2ncnc(N3CCCCC3C)c12 (stereo not drawn)	-1.02	6.3	-0.1	11.3	-17.6	0.5	3.5	-4.8	1.1
COc1cc(C2CC(=O)Nc3ccccc3S2)cc(OC)c1OC (stereo not drawn)	-0.0565	0.2	-10.8	-7.3	-24.0	20.8	4.2	-2.9	1.3
O=C(c1ccco1)N1CCN(Cc2nnnn2CCc2ccccc2)CC1	0.235	0.7	-3.5	8.3	-3.3	-1.7	0.1	3.6	0.0
COc1ccc(Nc2nc(C)cc(C)c2C(N)=O)cc1	·	-0.3	-18.5	9.3	-11.8[20 µM]	6.0	-1.7	-11.6	0.1
Cc1ccnc2nc(C(=O)NC3CCCc4ccccc43)nn12 (stereo not drawn)	-0.179	-0.7	-1.3	7.0	-7.2	-4.0	-2.1	1.6	-0.8
COc1ccc([N+](=O)[O-])cc1NCc1cccc([N+](=O)[O-])c1	-1.46	-2.6	-17.3	-2.7	-30.1	-7.3	13.0	-0.1	-0.6
O=S(=O)(c1cccc(Cl)c1Cl)N1CCCCC1	2.36	-1.8	-15.6	2.9	-12.3[20 µM]	25.2	-3.9	1.0	4.8
O=C(COc1cccc(NC(=O)c2ccccc2)c1)c1ccc(F)cc1	-0.719	0.7	-5.2	3.0	-17.5	-12.8	-4.2	-3.6	0.1
Cc1sc(NC(=O)CCl)c(C(=O)c2ccccc2)c1C	·	-1.4	-24.3	-14.0	18.9[20 µM]	0.7	-6.9	-0.3	-0.4
COc1ccc(C(=O)Cn2c(=O)c(CCC(=O)O)nn3c4ccccc4nc23)cc1OC	·	0.3	-15.4	17.1	-20.4	-139.6	2.3	-24.9	-0.1

Some of these compounds in order of number of heavy atoms, descending:
SMILES	Cl transport mod	zfTRPN1 agonist	EBV gp42 block	PPC-1+TRAIL kill	Furin inhibitor	m-calpain inh	Thrombin inh	TbHK1 inh	TRPML3 ag
O=C(CN1CCN(CCN2C(=O)c3cccc4cccc(c34)C2=O)CC1)c1ccc(Cl)cc1	-0.28	-0.1	-9.9	22.2	-6.5	-19.8	3.2	-3.3	0.7
COc1ccc(Nc2nc(Cl)nc(Nc3ccc(OC)cc3OC)n2)c(OC)c1	-0.964	-1.4	-8.8	5.5	-29.5	2.9	7.8	-6.4	-0.5
CC(C)Nc1nc(Oc2ccc(=O)n(-c3ccccc3)n2)nc(N(C)C)n1	0.0182	0.9	-12.3	23.9	1.5	15.7	8.8	-2.7	-0.9
O=C(COc1cccc(NC(=O)c2ccccc2)c1)c1ccc(F)cc1	-0.719	0.7	-5.2	3.0	-17.5	-12.8	-4.2	-3.6	0.1
Cc1cccc(NC(=S)N(CCN(C)C)C(C)c2ccccn2)c1 (stereo not drawn)	-0.865	-0.7	-11.3	6.2	-8.7[20 µM]	21.2	-3.4	2.2	1.2
O=C(COC(=O)CSc1ccc2ccccc2c1Br)NC1CC1	-0.381	4.2	4.9	32.9	-9.1	20.3	1.1	2.5	2.5
Cn1cc(CC(=O)NCCCN2CCCC2)c2ccccc21	·	0.7	-14.3	-20.4	-11.7[20 µM]	-10.5	1.6	-1.0	0.3
Cn1c(Oc2ccc(Cl)cc2)c(C=O)c2ccccc21	·	-2.8	-13.8	3.5	-15.1	7.3	-6.7	0.1	-1.1
O=S(=O)(c1cccc(Cl)c1Cl)N1CCCCC1	2.36	-1.8	-15.6	2.9	-12.3[20 µM]	25.2	-3.9	1.0	4.8
CN(C)c1ccc(CNn2cnnc2)cc1	0.369	-1.3	-8.6	8.1	-17.3[20 µM]	-51.6	-2.1	-1.4	0.9
COC(=O)Cc1nc2ccccc2[nH]1	·	-0.3	-12.7	-5.4	-20.1	-15.8	10.0	-2.9	0.9

Next section:
SMILES	Cl transport mod	zfTRPN1 agonist	EBV gp42 block	PPC-1+TRAIL kill	Furin inhibitor	m-calpain inh	Thrombin inh	TbHK1 inh	TRPML3 ag
CC1=C(C(=O)OC(C)C)C(c2ccccc2Cl)CC(=O)N1 (stereo not drawn)	0.527	-3.0	-11.6	4.4	-8.7[20 µM]	-26.2	-2.8	10.1	-0.9
Brc1ccc(-c2nnc3ccc(Nc4ccccc4)nn23)cc1	0.431	0.3	-0.1	-0.4	-18.6	-29.0	2.4	-3.0	0.7
CCN1CCC2(CC1)Oc1c(OC)cccc1C1CC(c3cccnc3)=NN12 (stereo not drawn)	-0.505	0.1	-7.2	-4.9	-8.1	-16.3	-13.2	-5.2	0.9
O=C(Nc1nccs1)C1CCCN1S(=O)(=O)c1ccc(F)cc1 (stereo not drawn)	-0.26	-0.5	-8.9	12.4	-27.4[20 µM]	5.0	1.3	-8.3	0.1
CC(C)(C)NC(=O)/C=C/c1ccc(C(F)(F)F)cc1	0.0495	0.7	1.8	35.1	-22.3	-0.6	-1.9	6.5	0.4
C=CCOc1ccc(CN(C)CC(=O)N(CC(C)C)c2c(N)n(CC(C)C)c(=O)[nH]c2=O)cc1	·	-0.1	-3.3	3.5	-12.0[20 µM]	-20.8	-2.3	8.7	0.0
N#C/C(=C(/O)c1ccco1)c1nc2ccccc2s1	-1.33	3.5&0.0	0.3&-17.7	14.0&3.3	-6.4	27.6&29.9	-5.5	-2.4&-17.3	1.8&2.6
CN1CCc2c(sc3c2c(=O)n(-c2ccccc2)c2nncn32)C1	0.032	1.2	-5.5	18.6	-18.7	9.7	-4.9	19.7	0.9
CCOc1ccc(NC(=O)c2cn(CC(C)C)c(=O)c3c2c2ccccc2n3C)cc1	1.03	0.9	-9.6	19.0	-19.5	-47.6	-5.9	-15.0	0.0
Cc1cccc(C(=O)N/N=C/C(C)Cc2ccc3c(c2)OCO3)c1 (stereo not drawn)	-1.55	-1.8	-4.2	18.5	-18.4	1.7	-14.7	-4.6	0.2
CCN(CC)c1ccc(NC(=O)c2ccco2)cc1	-0.00594	2.1	-12.3	57.6*[5 µM]	-20.5	17.6	22.1	-13.6	0.4
O=C(NCc1ccccc1)c1cccc(S(=O)(=O)N2CCOCC2)c1	·	0.7	0.3	-7.5	-7.8	-17.6	-0.7	45.3	0.5
CN(c1ccccc1)S(=O)(=O)c1ccc(C(=O)Nc2nnc(C3CC3)s2)cc1	-0.718	1.4	-21.3	-6.0	-13.2	3.0	-8.0	-8.3	0.1
Cc1ccc(C)n1CCN1CCN(C(=O)c2ccc(Cl)cc2)CC1	0.48	-0.4	-0.4	6.4	-3.3	-5.4	0.6	6.9	0.3
O=C(/C=C/c1ccccc1)N1CCC(Cc2ccccc2)CC1	·	-0.1	-6.2	3.8	-12.6[20 µM]	6.9	2.7	1.0	0.0
Cc1nc2c(-c3ccc(F)cc3)c(C)nn2c(C)c1CCC(=O)N1CCC(Cc2ccccc2)CC1	-0.724	0.5	11.6	15.0	-7.7	-17.4	-9.0	-30.4	0.6
CCCCn1c(=O)[nH]c(=O)c2c1nc(-c1ccc(OCCC)c(OCC)c1)n2C	0.646	0.9	-15.6	8.8	-14.3	-14.0	-6.7	-12.1	0.9
CC1CCC(C(C)C)C(OC(=O)CSc2nc(N)cc(=O)[nH]2)C1 (stereo not drawn)	-1.28	1.1	0.4	13.3	-11.9[20 µM]	3.4	-5.2	-4.4	0.1
Cc1n[nH]c(C)c1N=Nc1cc(Cl)ccc1Cl	·	0.6	6.8	12.9	-13.8[20 µM]	23.8	-1.9	-10.7	0.5
COc1cc2c(C)nc(C)c(C#N)c2cc1OC	-1.03	-1.0	-17.1	-8.2	-53.0[20 µM]	-52.0	-3.9	-14.1	1.0
COC(=O)c1cc(Br)c(=O)n(CC(C)C)c1	-0.673	1.8	-0.5	13.2	-31.3	21.7	-4.3	-2.8	-0.9

Outcome played no part in choosing rows; any-hit rate near 3.6%.
